Compound activity: PubChem BioAssay, several laboratories
CTSL1 counter: counter-screen for PFM18AAP inhibitors: inhibitors of F. hepatica cathepsin L1; inhibition, % at 5.96 µM; recombinant F. hepatica cathepsin L1, Z-Leu-Arg-MCA fluorescence; hit rate 0.49% among 300,000;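 active = inhibition above the mean of all tested compounds plus 3 SD, set per screening campaign, cut at about 17% in these data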;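 also: 0% = plate median of test compound wells and 100% = 1 µM Z-Phe-Ala-diazomethylketone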
LYPLA2 counter: LYPLA2 (human) inhibition in PME1 counter-screen. recombinant LYPLA2, FP-Rh probe fluorescence polarization. inhibition, % at 5.9 µM. hit rate 0.38% among 320,000;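 active = inhibition above the screen-wide mean plus 3 SD, limit set per campaign, cut at about 26% in these data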;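 also: 0% = LYPLA2 with DMSO and 100% = wells lacking LYPLA2 enzyme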
Target sequence (O95372 whole entry, looked up): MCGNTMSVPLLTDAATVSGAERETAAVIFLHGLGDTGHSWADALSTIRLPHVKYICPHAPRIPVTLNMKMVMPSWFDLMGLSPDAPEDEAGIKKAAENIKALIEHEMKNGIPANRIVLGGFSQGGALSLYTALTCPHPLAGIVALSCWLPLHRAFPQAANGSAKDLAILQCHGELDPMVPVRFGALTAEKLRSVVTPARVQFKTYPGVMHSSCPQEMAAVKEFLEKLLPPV
Efflux pump mplx: antifungal efflux pump inhibition, Nile Red retention; hit rate 0.44% among 330,000; inhibition, % at 10 µM; S. cerevisiae Candida pump triplex;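 active = plate passing quality check with inhibition over a set limit, or well fluorescence over plate mean plus 4 SD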;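 also: Nile Red retained in pooled yeast measured as flow cytometry median fluorescence; 0% = buffer negative control and 100% = Enniatin B positive control; higher means more Nile Red kept so more efflux inhibition; some compounds called inactive have numbers as strong as hits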
core dimer inh: blocks dimerization of HCV core protein; TR-FRET GST/Flag-core106 dimerization, 1536-well; inhibition, % at 5 µM; hit rate 0.33% among 300,000; AID 1899;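 active = inhibition above the mean of all tested compounds plus 3 SD, set per screening campaign, cut at about 45% in these data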
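assay system = GST-tagged and Flag-tagged HCV core protein residues 1-106 | controls = unlabelled core106 and no-GST-core106 wells | incubation = compound-protein-antibody incubation 4 h at 22.5 °C | probe or stimulus = Eu donor and XL665 acceptor anti-tag antibodies | read-out = % inhibition based on acceptor/donor emission ratio | signal = TR-FRET 671 and 617 nm emission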
PP5 primary: blocks human protein phosphatase 5 activity | purified PP5c, OMFP substrate fluorescence | P53041 | hit rate 0.18% among 320,000 | inhibition, % at 6.7 µM;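 active = inhibition above the campaign's mean inhibition across all tested compounds plus 3 SD, cut at about 9.5% in these data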;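 also: 0% = DMSO only and 100% = 100 µM cantharidin control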
TPT1 inh: inhibitors of Candida albicans tRNA 2'-phosphotransferase TPT1; recombinant caTPT1, FP RNA substrate dephosphorylation; inhibition, % at 5 µM; AID 1962; hit rate 0.81% among 300,000;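 active = inhibition above the mean of all tested compounds plus 3 SD, set per screening campaign, cut at about 24% in these data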;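 also: plate controls were DMSO alone for no effect and ferristatin control at 100 nM for full effect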
GASC-1 inh: human JMJD2C demethylase inhibition. hit rate 0.069% among 330,000. Q9H3R0. GST-JMJD2C(1-420) H3K9me3 demethylation, DELFIA europium. inhibition, % at 2.35 µM;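 active = more than half of a compound's replicate wells show inhibition beyond 50%, single wells judged on their own value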;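 also: signal counts dimethyl H3K9 product captured on neutravidin plate; 0% = median of DMSO wells and 100% = 0.3 times that DMSO median; strong numbers were not always called active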
Target sequence (Q9H3R0 1-420 limits assumed): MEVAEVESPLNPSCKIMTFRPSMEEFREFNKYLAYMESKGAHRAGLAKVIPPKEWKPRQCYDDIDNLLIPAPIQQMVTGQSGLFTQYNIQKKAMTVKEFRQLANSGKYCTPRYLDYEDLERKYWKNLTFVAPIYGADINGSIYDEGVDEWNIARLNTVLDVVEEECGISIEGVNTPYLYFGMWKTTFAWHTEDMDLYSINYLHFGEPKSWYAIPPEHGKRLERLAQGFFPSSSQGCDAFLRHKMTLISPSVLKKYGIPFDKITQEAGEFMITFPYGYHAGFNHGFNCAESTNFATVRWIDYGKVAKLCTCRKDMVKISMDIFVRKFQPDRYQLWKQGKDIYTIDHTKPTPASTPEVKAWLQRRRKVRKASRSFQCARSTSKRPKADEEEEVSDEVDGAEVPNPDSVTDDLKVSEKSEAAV
PP1 inh: counter-screen for PP5 inhibitors: inhibitors of human PP1-alpha | purified PP1alpha, OMFP fluorescence | inhibition, % at 6.7 µM | hit rate 0.9% among 320,000 | AID 2235;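 active = inhibition above the mean inhibition of all tested compounds plus 3 SD, computed separately for each screening campaign, cut at about 15% in these data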
Target sequence (P62136 whole entry, looked up): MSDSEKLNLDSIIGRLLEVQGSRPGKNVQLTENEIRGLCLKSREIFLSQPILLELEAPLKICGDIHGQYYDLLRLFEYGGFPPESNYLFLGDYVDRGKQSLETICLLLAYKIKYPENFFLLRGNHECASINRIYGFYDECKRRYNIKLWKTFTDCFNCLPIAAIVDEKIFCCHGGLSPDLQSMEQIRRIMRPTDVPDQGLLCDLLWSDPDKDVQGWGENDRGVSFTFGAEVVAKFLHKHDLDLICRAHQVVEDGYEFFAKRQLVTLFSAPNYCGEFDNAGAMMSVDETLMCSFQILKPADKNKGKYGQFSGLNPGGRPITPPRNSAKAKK
PREPL inhibitor: human PREPL enzyme inhibition; Q4J6C6; recombinant PREPL, fluorescence polarization activity-based probe; inhibition, % at 5.96 µM; hit rate 0.68% among 320,000; AID 2751; in the data active = inhibition above about 43%;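 also: 0% = enzyme with DMSO and 100% = wells lacking enzyme; many of its hits are not listed in these tables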
Starred values were filed as active, the others as inactive; . = not tested or not shown; & = joins results of further samples. These rows are one share of the data; the hit share may differ from the screen's.

SMILES	CTSL1 counter	LYPLA2 counter	Efflux pump mplx	core dimer inh	PP5 primary	TPT1 inh	GASC-1 inh	PP1 inh	PREPL inhibitor
Cc1cc(C)n2nc(SCC(=O)Nc3ccccc3F)nc2n1	.	3	-0.1	.	0.5	.	0	2	-4
CCc1c(C)nc(SCCOc2ccc(OC)cc2)[nH]c1=O	2	3	-0.1	-13	-0.9	-7	-7	2	24
O=C(O)c1ccc(/C=N\Nc2ccc(S(=O)(=O)N3CCOCC3)cc2[N+](=O)[O-])cc1	0	4	-0.3	-1	1.2	-2	1	0	-7
CC(=O)OCc1c(C(F)(F)F)nn(C)c1SCc1ccc(Cl)cc1	1	0	-0.1	-5	2.4	-7	-3	2	-5
CCOC(=O)Cn1c2c(c(=N)c3c1CCC3)CCC2	4	1	0.0	-7	0.6	0	-15	-2	4
O=C(Cc1cccs1)N1CCCC(c2nc(-c3ccc(S(=O)(=O)N4CCCC4)cc3)no2)C1 (stereo not given)	0	11	0.0	6	-1.1	-1	39&6	-2	8
CC(=O)NS(=O)(=O)c1ccc(NC(=O)/C=C/c2cn(-c3ccccc3)nc2-c2ccccc2)cc1	4	-46	0.0	23	3.8	3	1	14	-10
COc1ccc(C(=O)NCc2ccc(Cl)cc2)cc1S(=O)(=O)N1CCCC1	.	-5	0.3	.	4.3	.	7	5	8
O=S(=O)(Cc1ccccc1)N=Nc1c(O)[nH]c2ccc(Br)cc12	1	-7	0.0	3	0.8	0	7	-2	3
O=C(NC(=S)Nc1ccc(NC(=O)c2cccs2)cc1)c1ccco1	4	5	-0.4	6	-1.6	-2	13	-2	0
NS(=O)(=O)c1cccc(NC(=O)Cc2ccc(Cl)c(Cl)c2)c1	7	-3	0.0	-2	3.1	1	11	0	2
Cc1ccc(NC(=O)CN(C)Cc2cccs2)cc1Cl	4	-3	0.1	2	1.3	-2	-1	5	-14
c1ccc2nc(N3CCN(Cc4ccc5c(c4)OCO5)CC3)cnc2c1	-1	12	0.0	2	2.6	-3	-2	-3	1
COc1ccc2c(c1)CCCC21NC(=O)NC1=O (stereo not given)	1	-6	0.0	-9	-1.1	0	10	1	3
NC(=O)c1c(/N=C/c2cccnc2)sc2c1CCCC2	-5	-1	0.1	-3	0.5	2	1	-10	-5
COc1cccc(NC(=O)CN(C)C(=O)c2ccc(-c3ccc(Cl)cc3)o2)c1	2	0	0.1	1	0.6	1	6	0	-31
COC(F)(C(=O)Nc1ccc2c(c1)C(=O)NC2=O)C(F)(F)F (stereo not given)	2	4	-0.1	-9	-1.1	-1	1	-4	3
Cc1cccc2cc(C#N)c(NCCCNS(=O)(=O)c3ccc(Cl)cc3)nc12	7	-4	0.2	4	3.5	3	1	1	-4
CC(=O)c1ccc(NC(=O)C(C)Sc2nnc3ccccn23)cc1 (stereo not given)	.	3	-0.3	.	-1.2	.	-6	-2	1
Cn1c(=O)c2sccc2n2c(CCCC(=O)Nc3ccccc3)nnc12	-5	12	0.1	-2	-2.3	-2	21	-4	19
CCCCn1c(N)c(N(CCOC)C(=O)CN(C)S(=O)(=O)c2ccc(F)cc2)c(=O)[nH]c1=O	0	10	0.0	3	0.0	2	-6	4	-4
O=C(CSCc1c(F)cccc1Cl)NCc1cccnc1	1	3	-0.1	5	-2.8	6	7	-3	-10
CCCNS(=O)(=O)c1ccc(OC)c(Cl)c1Cl	1	6	0.0	-2	3.8	4	2	3	4
O=C(Nc1cccc(S(=O)(=O)NC2=NCCC2)c1)C1CCCCC1	-3	0	0.0	0	3.5	2	4	6	-7
Cc1c(Br)cnn1C(C)C(=O)N1CCN(c2ccccc2F)CC1 (stereo not given)	.	7	-0.2	.	0.1	.	11	-8	3

Going on with the list.
SMILES	CTSL1 counter	LYPLA2 counter	Efflux pump mplx	core dimer inh	PP5 primary	TPT1 inh	GASC-1 inh	PP1 inh	PREPL inhibitor
O=C(O)C1C2C=CC(C3CC23)C1C(=O)N1CCc2ccccc21 (stereo not given)	-8	-5	0.0	-2	3.8	1	89	0	14
CS(=O)(=O)N(CC(=O)Nc1cccc([N+](=O)[O-])c1)c1cccc(F)c1	0	4	-0.1	-4	0.9	-2	-19	-1	-31
Cc1c(NC(=O)CSc2ccc(Cl)cc2)c(=O)n(-c2ccccc2)n1C	5	1	-0.1	1	-0.3	1	-15	-3	8
O=C(O)c1ccccc1NS(=O)(=O)c1cccc(-n2sc3ccccc3c2=O)c1	4	-6	0.1	-2	-1.0	5	-284	6	8
O=C(c1ccc2ccccc2n1)N1CCN(c2ccccc2)CC1	1	-3	0.0	-4	-0.7	2	.	0	4
O=C(NCc1ccc(OC(F)(F)F)cc1)c1cc(-c2ccccc2)nn1CC1CC(c2cccnc2)=NO1 (stereo not given)	-4	1	0.3	0	6.8	4	-11	6	1
CC(=O)NNc1ncnc2ccccc12	-2	-4	0.1	-10	2.9	2	-28	-5	8
O=C(COC(=O)c1ccc(F)cc1F)NC1CC1	-10	-5	0.1	-10	-4.9	1	-1	-10	7
COC(=O)c1ccc(CSc2nnc(NC(C)C)s2)o1	-1	-5	-0.1	-2	2.9	-8	-12	1	1
COc1ccccc1NS(=O)(=O)c1c(C(=O)N2CCCC2)c(C)n(C)c1C	0	1	-0.2	-4	-1.7	3	2	-3	5
O=C(CCCOc1ccccc1)Nc1ccc(Cl)cn1	5	-5	0.0	0	1.5	-4	-10	2	-19
Cc1csc(Sc2ccc([N+](=O)[O-])cc2C(=O)OCC(=O)NC(=O)NC(C)(C)C)n1	-2	8	0.0	3	1.8	-3	5	7	26
NC(=O)CSc1nnc(-c2ccc(S(=O)(=O)N3CCOCC3)cc2)n1Cc1ccccc1	1	5	-0.1	2	0.7	-1	-18&-21	0	28
COc1ccc(-n2nc(N)c(C(N)=O)n2)cc1	-1	-1	0.0	-3	3.9	-6	0	3	-7
Cc1cc(C(F)(F)F)n2nc(-c3cnn(C)c3C(F)(F)F)c(Cl)c2n1	-2	3	-0.1	2	3.6	0	10	-2	-13
N#CC1=C(N)C(C#N)(C#N)[C@H](c2ccncc2)[C@H]2CN(C(=O)OCc3ccccc3)CC=C12	19*	9	0.1	0	5.5	13	-3	1	32
Cc1cc(NC(=O)CSc2nc(C)c(C)c(=O)[nH]2)no1	-2	-1	-0.1	5	0.9	1	-5	-9	-5
Cc1nc(Sc2ccccc2)c(C#N)c(C)c1[N+](=O)[O-]	5	1	0.2	2	-0.1	-2	-2	-4	9
CCOc1cc(/C=N/Nc2cc(C)nc3ccc(C)cc23)ccc1O	2	7	0.1	-8	5.1	0	0	-2	8
CCOC(=O)Cn1c(=O)oc2cc(S(=O)(=O)NCCc3ccc(OCC)c(OCC)c3)ccc21	-3	7	0.0	1	2.4	0	-9	-1	28
CC(=O)c1cccc(-n2nnnc2SCC(=O)Nc2cccc(NC(=O)c3ccco3)c2)c1	-2	-5	0.0	-3	1.8	-3	1	-2	-10
CC(NC(=O)CNC(=O)OCc1ccccc1)C(=O)N1CC(O)CC1C(=O)OCc1ccccc1 (stereo not given)	2	-1	0.1	1	-1.1	-4	-3&1	-2	4
CC(C)(C)C(=O)Nc1nnc(CSCc2ccccc2F)s1	-1	-1	0.0	6	-1.4	4	1	0	-6
CCCC(OC(=O)CC1Sc2ccccc2NC1=O)C(=O)NCc1ccco1 (stereo not given)	-70	-3	0.1	19	1.5	2	-3	-1	18
CCOc1ccc([C@@H]2CC=C(C(=O)O)[C@H](c3ccc(Cl)cc3)N2S(=O)(=O)c2ccc(C)cc2)cc1	0	-4	0.3	23	5.6	0	-2	12	5

(further entries)
SMILES	CTSL1 counter	LYPLA2 counter	Efflux pump mplx	core dimer inh	PP5 primary	TPT1 inh	GASC-1 inh	PP1 inh	PREPL inhibitor
Cc1ccc(NS(=O)(=O)c2cccc(C(=O)N3CCCCCC3)c2)cc1	-1	6	-0.1	2	0.4	5	-6	-4	-5
CC(C)CN1C(=O)C(NC(=O)C2CC2)(C(F)(F)F)C2=C1CC(C)(C)CC2=O (stereo not given)	-1	-1	-4.3	-1	1.1	-2	-2	0	7
COc1ccc2cc(Br)ccc2c1CC(=O)NCCCN1CCOCC1	-5	0	-0.1	-5	1.1	0	57*	-1	11
Cc1cc(S(=O)(=O)N2CCCC2)ccc1OCC(=O)N1CCC(C(N)=O)CC1	-2	-2	-0.1	-1	4.0	-5	-8	-1	-5
Cc1ccc(N(CC(=O)NCc2ccc(F)cc2)C(=O)c2csnn2)cc1C	-7	-6	0.1	6	-0.8	4	-4	-3	-4
CCOC(=O)C1CCCN(c2ncnc3c2oc2ccccc23)C1 (stereo not given)	1	5	0.1	2	2.2	1	-4	3	-7
O=C(NN1C(=O)c2cc(Br)ccc2NC1c1cc(Br)cc(Br)c1O)c1ccncc1 (stereo not given)	-2	-2	-0.2	1	0.1	6	9	-2	19
COc1ccccc1C(=O)NCCC(=O)NCCCSc1ccccc1	-4	-5	0.0	-3	0.1	-1	-37	-3	1
CCOC(=O)c1ccc(NC(=O)COc2ccc(-n3cnnn3)cc2)cc1	7	-4	0.0	58*	1.1	2	-21	20*	8

Reprinted at random: 6 records from the list
SMILES	CTSL1 counter	LYPLA2 counter	Efflux pump mplx	core dimer inh	PP5 primary	TPT1 inh	GASC-1 inh	PP1 inh	PREPL inhibitor
CCOC(=O)c1ccc(NC(=O)COc2ccc(-n3cnnn3)cc2)cc1	7	-4	0.0	58*	1.1	2	-21	20*	8
CC(C)CN1C(=O)C(NC(=O)C2CC2)(C(F)(F)F)C2=C1CC(C)(C)CC2=O (stereo not given)	-1	-1	-4.3	-1	1.1	-2	-2	0	7
Cc1cc(S(=O)(=O)N2CCCC2)ccc1OCC(=O)N1CCC(C(N)=O)CC1	-2	-2	-0.1	-1	4.0	-5	-8	-1	-5
CCOC(=O)C1CCCN(c2ncnc3c2oc2ccccc23)C1 (stereo not given)	1	5	0.1	2	2.2	1	-4	3	-7
COc1ccccc1C(=O)NCCC(=O)NCCCSc1ccccc1	-4	-5	0.0	-3	0.1	-1	-37	-3	1
COc1ccc2cc(Br)ccc2c1CC(=O)NCCCN1CCOCC1	-5	0	-0.1	-5	1.1	0	57*	-1	11

Entries from the list above that contain bromine, in the order listed:
SMILES	CTSL1 counter	LYPLA2 counter	Efflux pump mplx	core dimer inh	PP5 primary	TPT1 inh	GASC-1 inh	PP1 inh	PREPL inhibitor
O=S(=O)(Cc1ccccc1)N=Nc1c(O)[nH]c2ccc(Br)cc12	1	-7	0.0	3	0.8	0	7	-2	3
Cc1c(Br)cnn1C(C)C(=O)N1CCN(c2ccccc2F)CC1 (stereo not given)	.	7	-0.2	.	0.1	.	11	-8	3
COc1ccc2cc(Br)ccc2c1CC(=O)NCCCN1CCOCC1	-5	0	-0.1	-5	1.1	0	57*	-1	11
O=C(NN1C(=O)c2cc(Br)ccc2NC1c1cc(Br)cc(Br)c1O)c1ccncc1 (stereo not given)	-2	-2	-0.2	1	0.1	6	9	-2	19
